Screening results (PubChem BioAssay)
N370S GC mod = inhibits or activates N370S mutant glucocerebrosidase. AID 2101. Potency, µM (series often up to 59.4 µM), for inactives: at the highest dose activity change, negative = inhibition, hits mostly inhibitors. actives 0.092% (n = 330,000). N370S GC spleen homogenate, 4MU-glucoside fluorescence;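 further: 0% = full enzyme activity and -100% = no enzyme basal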
TDP1 block = blocks human tyrosyl-DNA phosphodiesterase 1; actives 0.28% (n = 350,000); Q9NUW8; AID 485290; recombinant TDP1, AlphaScreen DNA substrate cleavage; Potency, µM (highest dose often 130 µM), for inactives: top-dose activity change, negative = inhibition, usual class: inhibitors; further: nearly all actives have a fitted effect of over 40% in size
Target sequence (Q9NUW8 whole entry, looked up): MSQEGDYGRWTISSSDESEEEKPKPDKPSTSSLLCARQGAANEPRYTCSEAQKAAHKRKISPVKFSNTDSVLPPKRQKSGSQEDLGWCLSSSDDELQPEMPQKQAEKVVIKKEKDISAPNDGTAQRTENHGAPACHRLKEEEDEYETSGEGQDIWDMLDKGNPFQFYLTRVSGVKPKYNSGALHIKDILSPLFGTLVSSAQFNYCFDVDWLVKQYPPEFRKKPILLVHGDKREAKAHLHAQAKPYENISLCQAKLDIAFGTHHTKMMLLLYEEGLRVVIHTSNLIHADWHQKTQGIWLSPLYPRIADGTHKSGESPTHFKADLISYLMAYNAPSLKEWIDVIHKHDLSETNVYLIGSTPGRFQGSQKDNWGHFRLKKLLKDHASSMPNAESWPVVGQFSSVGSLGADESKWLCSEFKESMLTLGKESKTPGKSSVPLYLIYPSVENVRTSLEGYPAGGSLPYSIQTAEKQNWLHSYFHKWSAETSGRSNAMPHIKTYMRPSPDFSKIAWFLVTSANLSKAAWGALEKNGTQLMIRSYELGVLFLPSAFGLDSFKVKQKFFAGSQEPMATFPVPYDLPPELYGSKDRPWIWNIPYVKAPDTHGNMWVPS
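AlphaScreen read-out: signal falls as enzyme removes the 3' tyrosine-FITC from a 5'-biotinylated DNA oligo (15 nM, 5 min, RT). Enzyme was E. coli-made recombinant Tdp1 at 1 nM, exposed to compound for 15 min beforehand; beads 10 ug/ml, 10 min.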
TDP1 cell noCPT = qHTS for Inhibitors of human tyrosyl-DNA phosphodiesterase 1 (TDP1): qHTS in cells in absence of CPT; DT40 Tdp1-/- hTDP1 cells, no CPT, ATP luminescence, 48 h; Potency, µM (series often up to 46.2 µM), for inactives: at the highest dose activity change, negative = growth inhibition, hits mostly inhibitors; actives 15% (n = 420,000); further: nearly all actives have a fitted effect of over 55% in size
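Readout: luminescence from CellTiter-Glo after 30 min in the dark at RT. Cells: DT40 Tdp1-/- with stable hTDP1, 400/well. Exposure: compounds alone, ≥48 hr, 37 °C.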
An asterisk follows results filed as active; u = inconclusive; x = no result given; [ ] = another dose, or the depositor's remark. The call rests on the fitted dose curve; in most records, active means well fitted curve in the direction sought with a large enough effect; inconclusive means small, poorly fitted or top-dose-only effect, or another doubt; inactive means no such curve, though single readings can be large; an effect the other way counts as inactive or inconclusive. Unless noted, on the % scale 0 is the no-effect control and ±100 the full control effect; potency means the concentration at half of the fitted maximal effect.

SMILES | N370S GC mod | TDP1 block | TDP1 cell noCPT
CCn1nc(C)c(NS(=O)(=O)c2ccccc2)c1C | 0%[12.8 µM] | -3% | -18%
COc1cccc(NC(=O)C(=O)NCCCn2ccnc2)c1 | -11% | 0% | 0%
O=C(O)c1ccc2c(=O)n(Cc3ccccc3)c(SCc3ccc([N+](=O)[O-])cc3)nc2c1 | 29% | x | 0%
CCCn1nnnc1NC(=O)COc1ccc(Cl)c(C)c1 | 1% | 6% | u
Cc1ccc(S(=O)(=O)CCC(=O)Nc2nnc(-c3ccc(F)cc3)o2)cc1 | -8% | -7% | u
Cc1ccc(NC(=O)CCc2nnc3ccc(NCc4ccco4)nn23)cc1F | -7% | 9% | -15%
CCOC(=O)c1cccc(-n2c(C)cc(C=O)c2C)c1 | 7% | 5% | -30%
CCOC(=O)c1[nH]c2cc3c(cc2c1NC(=O)CN1CC(C)CC(C)C1)OCO3 (configuration not stated) | -10% | 2% | 26µM*
COc1ccc(C2Nc3ccccc3C(=O)N2Cc2ccccc2)cc1COc1ccc([N+](=O)[O-])c(C)c1 (configuration not stated) | x | 1% | -16%
Brc1ccc(OCc2nc3ccccc3[nH]2)cc1 | -2% | x | -28%
COc1cccc(NC(=O)C2CCC(CNS(=O)(=O)c3ccc4c(c3)CCCC(=O)N4)CC2)c1 (configuration not stated) | x | 5% | 15µM*
CCN1CCN(c2ccc(S(=O)(=O)N3CCOCC3)cc2NC(=O)CC(C)C)CC1 | x | 0% | 4%
CCOc1ncccc1C(=O)Nc1ccc2c(c1)OCCO2 | x | 0% | u
O=C(COC(=O)COc1cccc(Br)c1)NCc1ccc2c(c1)OCO2 | x | -2% | -18%
COc1ccc(N2Cc3cccc(C(=O)Nc4ccc(F)cc4)c3C2=O)cc1 | x | 2% | 8.2µM*
COc1ccc(Cl)cc1N(CC(=O)Nc1ccc2c(c1)OCO2)S(C)(=O)=O | 1% | 6% | -25%
CCOC(CNc1ncnc2sc(-c3ccccc3)cc12)OCC | 5% | x | -29%
Cc1cn(C)c(CC(=O)NCc2ccccc2)c1C(=O)O | x | 1% | 10%
Cc1cc2c(c(=O)n1CCc1ccccc1)C(c1ccco1)C(C#N)=C(N)O2 (configuration not stated) | 23%[12.8 µM] | 4% | -11%
Cc1cc(C)c(S(=O)(=O)c2c(C)cccc2C)c(Cl)n1 | -16% | 3% | -9%
CCCCC(Nc1ncnc2ccccc12)C(=O)O (configuration not stated) | 2% | 5% | -14%
COc1cccc(-c2nnc(SCc3ccccn3)n2C)c1 | 0% | 7% | 4%
O=C(NN1C(=O)/C(=C/C=C/c2ccco2)SC1=S)c1ccccc1O | -12% | x | -28%
COc1ccc(C)cc1NC(=O)C1CC(=O)OC12CCCCC2 (configuration not stated) | -5% | 2% | 2%
Cn1nc(C(C)(C)C)cc1C(=O)NCc1cc(F)cc2c1OCOC2 | 12% | 7% | 3.7µM*

Just TDP1 cell noCPT and N370S GC mod, for three of the compounds above:
compound	TDP1 cell noCPT	N370S GC mod
Cc1cc2c(c(=O)n1CCc1ccccc1)C(c1ccco1)C(C#N)=C(N)O2 (configuration not stated)	-11%	23%[12.8 µM]
Cc1cc(C)c(S(=O)(=O)c2c(C)cccc2C)c(Cl)n1	-9%	-16%
CCCCC(Nc1ncnc2ccccc12)C(=O)O (configuration not stated)	-14%	2%

(listing goes on)
SMILES | N370S GC mod | TDP1 block | TDP1 cell noCPT
O=C(Nc1ccccc1C(=O)O)c1ccc(N2C(=O)C3CC=CCC3C2=O)cc1 (configuration not stated) | -14% | x | 7%
C=C(C)C1CC=C(C)/C(=N\NC(=O)CNc2ccccc2OC)C1 (configuration not stated) | 17% | 8% | u
O=S(=O)(Nc1cccc2cccnc12)c1ccc(S(=O)(=O)N2CCCC2)cc1 | 14% | 11% | 13µM*
O=C(CSc1cccc(C(F)(F)F)c1)N1CCN(S(=O)(=O)c2ccccc2)CC1 | 1% | -2% | u
CC(OC(=O)c1nc(Cl)ccc1Cl)C(=O)NC1CCCCC1C (configuration not stated) | x | -1% | 17%
CC(C)(C)c1ccc(OCC(=O)NC2CCS(=O)(=O)C2)cc1 (configuration not stated) | 1% | -5% | -21%
COc1ccc(OC2CCN(S(=O)(=O)c3ccc(OC)c(OC)c3)CC2)cc1 | 9% | x | u
COc1ccc(CNC(=O)COC(=O)c2ccco2)cc1 | 12% | 3% | -1%
COc1ccc(CN2CCNC(=O)C2CC(=O)NCC(C)(C)N2CCOCC2)cc1C (configuration not stated) | 1% | 1% | 2%
COc1ccc(NC(C)=O)cc1NC(=O)CSc1nnc(-c2cccnc2)n1C | 6% | -4% | 14%
COc1ccccc1CC1(C)NC(=O)N(CC(=O)Nc2cc(C)on2)C1=O (configuration not stated) | 5% | -4% | -20%
O=C(Nc1c(C(=O)N2CCC(N3CCCCC3)CC2)oc2ccccc12)c1ccc(F)cc1 | 13% | 2% | u
O=S(=O)(c1cccc2cccnc12)N1CCN(c2ccccn2)CC1 | -23% | -1% | u
O=C(O)/C=C1\CCCc2ccccc2[C@H]1O | 14% | 8% | -6%
COc1ccc(CCNC(=O)Cn2c(=O)c3cccn3c3cccnc32)c(OC)c1OC | -8% | -3% | u
CCOc1ccc(Nc2nc(C)cc(C)c2C#N)cc1 | 16% | 6% | 6%
Cc1cc(Sc2ncnc(N)c2[N+](=O)[O-])ncn1 | -4% | x | 0.92µM*
COc1ccc(Cl)cc1NC(=O)Cn1c(=O)oc2cc(S(=O)(=O)N3CCCCCC3)ccc21 | x | 5% | 16µM*
Cc1ccccc1NC(=O)C(=O)N/N=C/c1cccc(Br)c1 | 5% | 3% | 1%
CC1=CCc2c(cc3oc(C)cc(=O)c3c2O)OC1 | 18% | -6%[56.1 µM] | -20%
Cc1ccc(C)c(Nc2ncnc3c2cnn3-c2ccc(F)cc2)c1 | x | 3% | u
COC(=O)c1cc(NC(=O)C(C)c2ccc(CC(C)C)cc2)ccc1O (configuration not stated) | 6% | -5% | u
COC(=O)NC(c1ccc(F)cc1)C(C(C)=O)C(=O)OC (configuration not stated) | 13%[12.8 µM] | -4%[21 µM] | x
O=C(Nc1ccc(Br)cc1)Nc1nc2c(s1)CCCCCC2 | x | 3% | 18µM*
COc1cc(CCC(=O)Nc2nnc(C)s2)cc(OC)c1OC | -1% | -4% | 2.9µM*

Four structures from above, arranged by SMILES length, largest number first.
SMILES | N370S GC mod | TDP1 block | TDP1 cell noCPT
COc1cccc(NC(=O)C2CCC(CNS(=O)(=O)c3ccc4c(c3)CCCC(=O)N4)CC2)c1 (configuration not stated) | x | 5% | 15µM*
COc1ccc(OC2CCN(S(=O)(=O)c3ccc(OC)c(OC)c3)CC2)cc1 | 9% | x | u
CC(C)(C)c1ccc(OCC(=O)NC2CCS(=O)(=O)C2)cc1 (configuration not stated) | 1% | -5% | -21%
COc1cc(CCC(=O)Nc2nnc(C)s2)cc(OC)c1OC | -1% | -4% | 2.9µM*

Back to the main list, starting 3 compounds before the break.
SMILES | N370S GC mod | TDP1 block | TDP1 cell noCPT
COC(=O)NC(c1ccc(F)cc1)C(C(C)=O)C(=O)OC (configuration not stated) | 13%[12.8 µM] | -4%[21 µM] | x
O=C(Nc1ccc(Br)cc1)Nc1nc2c(s1)CCCCCC2 | x | 3% | 18µM*
COc1cc(CCC(=O)Nc2nnc(C)s2)cc(OC)c1OC | -1% | -4% | 2.9µM*
CCOC(=O)C1CCN(C(c2cccc(F)c2)c2sc3nc(C)nn3c2O)CC1 (configuration not stated) | -25% | -3% | -4%
Cc1nc2ccccc2n1C1CC(=O)N(N(C)C)C1=O (configuration not stated) | 6% | 0% | -7%
CC(=O)N1CCOc2ccc(S(=O)(=O)N3CCC(C(=O)Nc4ccc(C)c(C)c4)CC3)cc21 | -20% | -3% | 2%
C=CC[C@H](CC(=O)NCCO)C(=O)N[C@@H](C)COC(=O)[C@@H](CC=C)CC(=O)OC(C)(C)C | x | 0% | -13%
CCOCCCNCC(=O)N1CCN(S(=O)(=O)c2ccc(C)cc2)CC1 | 3% | -8% | -18%
Cc1ccccc1NC(=O)c1ccc(Cl)c(S(=O)(=O)N2CCCCCC2)c1 | x | 0%[12.3 µM] | 16µM*
NS(=O)(=O)c1cccc(NC(=O)CNC(=O)CC23CC4CC(CC(C4)C2)C3)c1 | -3% | -1% | 17%
COc1ccc(/C=C/C(=O)Nc2ccccc2C(=O)NCC(c2ccc(OC)cc2)N(C)C)cc1 (configuration not stated) | 8% | 17% | 23µM*
COc1ccc2c(c1)C=C(C(=O)NCc1ccc(Cl)cc1)CO2 | 13% | 4% | -15%
COc1cc(-c2noc(-c3ccc(N(C)C)c([N+](=O)[O-])c3)n2)cc(OC)c1OC | x | 9% | 26µM*
CCn1c(O)c(/C=N/N=C2CCCCC2)c2cc(C3=NNC(=O)CC3)ccc21 | -12% | 4% | 10µM*
CCN(CC)CCNc1nc(-c2ccco2)c2c(c1C#N)CC(C)(C)OC2 | 14% | 5% | -5%
Cc1ccc(CNC(=O)c2nc3nc(C)cc(C)n3n2)cc1 | 3% | -4% | -22%
CCCN(CC#CC(O)(c1ccccc1)c1cccnc1)CCC (configuration not stated) | 1% | 0% | -2%
O=C(NNC(=O)c1ccccc1F)c1cccc(Cl)c1 | x | 1% | -4%
O=S(=O)(c1ccccc1F)N1CCc2ccccc2C1 | -26% | x | -20%
COc1ccc(C)cc1NC(=O)CCCN1C(=O)C2CC=CCC2C1=O (configuration not stated) | -3% | 5% | -16%
O=C(Nc1nnc(-c2ccco2)o1)c1ccc(N2C(=O)CCC2=O)cc1 | 10% | 0% | -3%
Cc1cc(C)cc(NC(=O)c2cnn(-c3ccccc3)c2C2CCNCC2)c1 | 1% | 4% | 16µM*
CCNc1nc(Cl)nc(N(NC(C)=O)C(C)C)n1 | -8% | 4% | -2%
CN(C)CC1CCCCC1OC(=O)c1ccc(Cl)cc1 (configuration not stated) | -7% | 2% | u
Cn1cc(-c2cc3n(n2)CCC(=O)N3CCCC(=O)Nc2ccc(Cl)cc2)c2ccccc21 | x | 11% | u
Cc1ccccc1/C=N/N1C(=O)CSC1=S | -15% | x | -20%
O=C(NCc1cccs1)c1ccc(Cn2c(SCc3cccc(F)c3)nc3cccnc32)cc1 | x | 5% | 18µM*
COc1cc(CN2CC(=O)N(c3cc(Cl)ccc3C)C2=S)cc(OC)c1OC | -15% | x | 21µM*

Remaining list, next part
SMILES | N370S GC mod | TDP1 block | TDP1 cell noCPT
COc1ccc(/C=C/C(=O)CC(O)(c2ccccc2)C(F)(F)F)cc1 (configuration not stated) | 6% | 5% | u
Cc1ccccc1C(=O)Nc1nnc(-c2ccco2)s1 | 0% | -2% | u
O=C(OCc1nnc(-c2ccccc2)o1)c1cc(=O)[nH]c2ccccc12 | 9% | -10% | -9%
CSc1nc(C(=O)N2CCCC(N3CCN(c4ccccc4C)CC3)C2)cs1 (configuration not stated) | -6% | 7% | 18µM*
Cc1cc(Cl)c(O)c(-n2nc3ccccc3n2)c1 | 6% | 3% | u
Cc1ccccc1CC1(CO)CCCN(Cc2ccc3c(c2)OCCO3)C1 (configuration not stated) | -9% | x | u
Cc1nn(Cc2ccccc2)c(C)c1C(=O)OCC(=O)c1cc(C)n(CC(F)(F)F)c1C | 1% | 5% | 26µM*
Cc1cccc(NC(=O)CCCN2C(=O)C3CC=CCC3C2=O)c1 (configuration not stated) | 2% | 4%[56.1 µM] | 13%
COc1ccc(C)cc1S(=O)(=O)Nc1cccc(Cl)c1Cl | 11% | 1% | -19%
Cc1cc(C(=O)NCc2ccc(Cl)cc2)n(-c2ccccc2)n1 | 0% | x | u
Cc1ccc(C(=O)C2=C(O)C(=O)N(c3ncccn3)C2c2ccc(Cl)cc2)o1 (configuration not stated) | -13% | 0% | 3%
CCCCNc1cc(F)nc(N)n1 | 3% | 6% | 23%
CCc1cc(C(=O)Nc2ncccc2O)sc1C | -4% | 1% | -22%
Cc1nc2ccc(Nc3ccncc3)cc2s1 | -26% | -5% | -2%
CC1CCN(c2ccc(N3C(=O)C4CCCCC4C3=O)cc2[N+](=O)[O-])CC1 (configuration not stated) | -4% | 1% | -24%
O=c1[nH]n(-c2ccc(F)cc2)c2ncccc12 | -3% | 6% | 2%
CC(=O)N(c1ccc(N(C(C)=O)S(=O)(=O)c2ccccc2)cc1)S(=O)(=O)c1ccccc1 | -6% | 6% | u
Cc1cc(C(=O)COC(=O)CNC(=O)c2ccc(F)cc2)c(C)n1Cc1ccco1 | 5% | -3% | -3%
Cc1ccc(S(=O)(=O)N2CCOCC2)cc1NC(=O)c1cc([N+](=O)[O-])ccc1N1CCOCC1 | -24% | x | -1%
CCN=C(Nc1ccc2c(c1)OCO2)SC1CC(=O)N(c2ccccc2F)C1=O (configuration not stated) | -9% | 6% | -22%
CCCc1n[nH]c(=O)c2c1nnn2Cc1ccccc1F | -1% | x | -6%

This is a subset; the hit share may differ from the screen's.
